Assay outcomes (PubChem)
D3 antag: qHTS of D3 Dopamine Receptor Antagonist: qHTS. D(3) dopamine receptor (Homo sapiens), P35462. D3R cells, DiscoveRx beta-arrestin luminescence, antagonist mode; stronger effect = lower value. max response, negative = inhibition, %. 2.5% of 360,000 active. AID 652054, 2013; in the data active = max response below about -50%; inconclusive = no clear call, values can overlap the other calls; note: % is set by controls: 0 for no effect and ±100 for the full control effect; mostly tested at two doses, the higher about 12 µM
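Cells expressing the human receptor were seeded at 1500 cells/well, incubated overnight at 37 degrees C in 5% CO2, then exposed to library compounds with dopamine controls for 90 minutes at 37 degrees C before luminescent detection.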
IL2 activator: qHTS of IL-2 Activators | IL-2 activation reporter assay, cell-based qHTS; stimulated with anti-CD3/CD4/CD28 beads; in transgenic mouse T cells | activation, % (series mostly up to about 46 µM) | 0.065% of 360,000 active | AID 652025, 2013; in the data active = activation above about 50%; inconclusive = mostly about 30% to 49%; note: 0% is about no effect
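Unstimulated transgenic mouse T cells, 750 per well, received compound and, after 60 minutes, anti-CD3/anti-CD4 bead plus anti-CD28 stimulation. EGFP and DsRed were quantified after 18 hours.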
PLK1 PBD block: qHTS for Inhibitors of PLK1-PDB (polo-like kinase 1 - polo-box domain): Primary Screen. Serine/threonine-protein kinase PLK1 (Homo sapiens), P53350. Potency, µM, without a hit: max response, negative = inhibition, actives largely listed as inhibitors. AID 720504, 2013. Plk1 PBD binding of FITC phosphopeptide, fluorescence polarization. 2.8% of 360,000 active; note: potency is the fitted concentration of half-maximal effect; series mostly up to about 57 µM; % is set by controls: 0 for no effect and ±100 for the full control effect; nearly all actives have a fitted effect of over 65% in size
Target sequence (P53350 whole entry, looked up, the tested form may be a part): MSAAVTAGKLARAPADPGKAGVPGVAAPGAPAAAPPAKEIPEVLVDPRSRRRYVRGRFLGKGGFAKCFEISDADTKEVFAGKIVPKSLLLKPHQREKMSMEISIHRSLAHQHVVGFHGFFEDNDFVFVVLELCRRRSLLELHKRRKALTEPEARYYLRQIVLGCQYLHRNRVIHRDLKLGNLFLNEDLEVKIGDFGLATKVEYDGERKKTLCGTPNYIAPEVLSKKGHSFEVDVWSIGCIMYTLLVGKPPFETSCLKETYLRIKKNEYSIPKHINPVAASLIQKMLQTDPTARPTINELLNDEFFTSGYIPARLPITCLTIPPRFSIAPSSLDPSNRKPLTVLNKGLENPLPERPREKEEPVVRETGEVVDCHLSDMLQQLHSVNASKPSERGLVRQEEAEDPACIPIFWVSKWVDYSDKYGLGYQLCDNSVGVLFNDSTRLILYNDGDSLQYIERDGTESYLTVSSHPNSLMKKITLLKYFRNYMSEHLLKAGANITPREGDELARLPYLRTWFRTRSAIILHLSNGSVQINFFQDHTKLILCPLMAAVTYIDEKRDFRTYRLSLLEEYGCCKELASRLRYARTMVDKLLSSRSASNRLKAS
PI5P4K alpha inh: qHTS for Inhibitors of phosphatidylinositol 5-phosphate 4-kinase (PI5P4K); PI5P4Kalpha enzyme, ADP-Glo luminescence, 60 min; stronger effect = lower value; max response, %; 1.2% of 330,000 active; AID 652105, 2013; active = max response of -50% or lower; inconclusive = between -30% and -50%; inactive = -30% or higher; note: value at the top dose of about 77 µM; % is set by controls: 0 for no effect and ±100 for the full control effect
Target sequence (P48426 whole entry, looked up): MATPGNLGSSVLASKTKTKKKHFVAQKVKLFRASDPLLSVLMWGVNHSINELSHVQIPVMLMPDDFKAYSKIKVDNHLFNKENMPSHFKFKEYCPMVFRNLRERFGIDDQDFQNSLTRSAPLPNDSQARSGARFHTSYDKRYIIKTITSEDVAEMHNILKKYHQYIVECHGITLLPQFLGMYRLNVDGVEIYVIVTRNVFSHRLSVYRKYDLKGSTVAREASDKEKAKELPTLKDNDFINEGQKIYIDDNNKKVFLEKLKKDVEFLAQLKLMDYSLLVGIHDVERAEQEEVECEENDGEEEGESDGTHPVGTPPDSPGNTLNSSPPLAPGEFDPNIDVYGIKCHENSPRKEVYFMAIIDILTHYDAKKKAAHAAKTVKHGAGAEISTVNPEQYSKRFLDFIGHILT
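ADP-Glo luminescence end-point after a 60 min room-temperature kinase reaction. PI5P4Kalpha and substrate in HEPES pH 7.4 buffer with EGTA, 0.1% CHAPS and 5% DMSO; ATP at 5 microM final.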
GLP1R ag: qHTS of GLP-1 Receptor Agonists | Glucagon-like peptide 1 receptor (Homo sapiens), P43220 | Potency, µM (series often up to 45.6 µM), inactives show top-dose activation, usual class: activators | AID 624172, 2012 | 0.007% of 380,000 active | HEK293 GLP-1R CRE-luciferase, luminescence, 4-6 h; cells express a hypersensitive GLP-1R form; note: potency is the fitted concentration of half-maximal effect; % of control where 0% means no effect
GLP1R cytotox: qHTS of GLP-1 Receptor Inverse Agonists: Cytotox Screen; Potency, µM (doses to about 38.3 µM), for inactives: at the top dose activity change, negative = inhibition, most hits filed as inhibitors; AID 624418, 2012; 0.13% of 410,000 active; HEK293 cAMP-luciferase reporter cells, luminescence, 24 h;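 note: loss of luciferase light is scored as toxicity; potency is the fitted concentration of half-maximal effect; % is set by controls: 0 for no effect and ±100 for the full control effect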
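Seeding density was 200 cells/uL; after overnight-length (12 h) culture, 23 nL compounds went on for 24 h at 37 °C. Readout used a luciferase detection reagent, luminescence taken after 12 min at room temperature.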
DRD3 agonist: qHTS of D3 Dopamine Receptor Agonist: qHTS. D(3) dopamine receptor (Homo sapiens), P35462. D3R DiscoveRx beta-arrestin cells, luminescence, 90 min. max activation, %. 0.58% of 410,000 active. AID 652048, 2013; in the data active = max activation above about 30%; note: 0% is about no effect; mostly tested at two doses, the higher about 12 µM
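Agonist-mode cell screen: cells plated at 1500/well and incubated overnight at 37 °C, then exposed to library compounds for 90 min at 37 °C. Detection reagent was added for 30–60 min at room temperature, and luminescence was read.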
WRN inhibitor: qHTS for Inhibitors of WRN Helicase; Bifunctional 3'-5' exonuclease/ATP-dependent helicase WRN (Homo sapiens), Q14191; WRN helicase unwinding, fluorescent forked duplex, kinetic; Potency, µM (doses to about 114 µM), without a hit: top-dose activity change, negative = inhibition, most hits filed as inhibitors; 0.46% of 360,000 active; AID 651768, 2012; note: potency is the fitted concentration of half-maximal effect; % is set by controls: 0 for no effect and ±100 for the full control effect; nearly all actives have a fitted effect of over 55% in size
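WRN at 20 nM final preincubated with compound 15 min at room temperature; reaction started with 100 nM fluorophore/quencher forked duplex oligonucleotide and 2 mM ATP final. Unwinding followed kinetically by red fluorescence (ex 525, em 598 nm).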
GLP1R inv ag: qHTS of GLP-1 Receptor Inverse Agonists (Inhibition Mode). AID 624417, 2012. Glucagon-like peptide 1 receptor (Homo sapiens), P43220. Potency, µM (titrated, usually from 38.3 µM), without a hit: at the top dose activity change, negative = inhibition, hits mostly inhibitors. 1.6% of 410,000 active. HEK293 GLP-1R CRE-luciferase, luminescence, 24 h; GLP-1R form is constitutively active; note: potency is the fitted concentration of half-maximal effect; % is set by controls: 0 for no effect and ±100 for the full control effect; nearly all actives have a fitted effect of over 55% in size
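Assay principle: reduced luminescence from a cAMP-responsive reporter in HEK293 cells co-expressing a constitutively active GLP-1R. Conditions: 24 hr compound incubation, 37 deg C, 5% CO2.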
Numbers without * were called inactive; ? = inconclusive; nt = no result given; & = joins results of further samples; [ ] = remark or other dose. Unless noted, calls come from the whole dose curve; as a rule, active = well fitted curve in the direction sought with a large enough effect; inconclusive = small, poorly fitted or top-dose-only effect, or another doubt; inactive = no such curve, though single readings can be large; an effect the other way counts as inactive or inconclusive. An unsorted share of the library; overall some 7.8% were active at least once.

SMILES,D3 antag,IL2 activator,PLK1 PBD block,PI5P4K alpha inh,GLP1R ag,GLP1R cytotox,DRD3 agonist,WRN inhibitor,GLP1R inv ag
COc1ccccc1N1CCN(CC(O)COCCOc2ccc(Br)cc2)CC1 (centres undefined),-86*,0.7,3%,-10,8%,-30%,-12,-30%,?
CC(C)N(Cc1nc2ccccc2c(=O)[nH]1)C(=O)c1ccc(NC(=O)CSc2nnnn2C)cc1,16,2.3,-2%,1,13%,-33%,-8,5%,2%
Cc1ccc(Cc2c(C3CCCCC3)nc3c4ccccc4ccn23)cc1,-4,0.4,7%,12,3%,-1%,-13,-10%,-31%
N#Cc1c(NC(=O)CSc2nnnn2C2CCCC2)sc2c1CCCC2,11,-1.5,-6%,nt,0%,-1%,17,-2%,6%
CC(NC(=O)CN(C)Cc1ccc(Br)cc1)c1ccccc1 (centres undefined),31,2.6,0%,3,13%,5%,1,0%,?
CC(=O)c1nnn(-c2ccc(F)cc2F)c1C,11,-0.2,1%,-5,7%,2%,6,7%,15%
O=C(c1cccc(Cl)c1)N1CCN(CCCc2ccccc2)CC1,-18,0.3,8%,4,-4%,0%,33*,4%,?
O=C(NC(=S)Nc1ccc(N2CCOCC2)cc1)c1cccs1,-3,0.5,-3%,-4,23%,-1%,-6,-1%,4%
CCOc1ccc2[nH]cc(C(=O)NCCCN3CCOCC3)c(=O)c2c1,8,-0.9,-10%,-1,3%,-7%,4,12%,18%
CN(CC(=O)O)S(=O)(=O)c1ccc(F)cc1,8,-1.0,-10%,nt,3%,9%,22,-19%,0%
O=C(N/N=C/c1ccccc1F)c1cccc(NC(=O)c2ccccc2Cl)c1,-6,1.4,-9%,-4,18%,2%,-1,3%,-23%
CCOC(=O)N1CCC(NC(=O)c2ccc(N3CCC4(CC3)OCCO4)c([N+](=O)[O-])c2)CC1,0,0.7,-6%,2,1%,-4%[7.66 µM],5,5%,20%[7.66 µM]
CCC(C)[C@H](NS(=O)(=O)c1ccc(C)cc1)C(=O)N1CCC(C(=O)N2CCC(C(N)=O)CC2)CC1 (some centres undefined),-18,0.1,-18%,-2,0%,1%,-18,-8%,17%
CCOc1ccc(/C=C/c2c([N+](=O)[O-])c(=O)n(C)c(=O)n2C)cc1,9,0.3,-5%,0,11%,-2%,3,-3%,?
O=C(N1CCCCC1)N1CCN(C(=O)N(c2ccccc2)c2ccccc2)CC1,9,-1.6,-1%,nt,0%,5%,9,2%,-19%
CCOC(=O)CSc1nnc(CCc2nc3ccccc3[nH]2)n1C,19,-0.9,-12%,1,-8%,-1%,6,0%,17%
Cc1ccc(NC2(C(N)=O)CCCC2)cc1,-2,-0.4,-6%,-1,11%,-11%,4,4%,-6%
CC(NC(=O)CCC(=O)N1CCN(S(=O)(=O)c2ccc(Cl)cc2)CC1)c1ccccc1 (centres undefined),?,-0.3,-19%,-7,-3%,6%,-8,-9%,?
CCCc1cc(=O)oc2cc(C)cc(OCC(=O)Nc3ccc(CN4CCOCC4)cc3)c12,-9,-4.8,1%,20,3%,-14%,-16,7%[11.6 µM],?
CC1=C(/C=N/Nc2ccc([N+](=O)[O-])cc2[N+](=O)[O-])C(C)(C)CCC1,23,0.1,-3%,3,-9%,3%,2,-8%,17%
CN(C)CCCSc1nc2ccccc2s1,-82*,0.5,?,3,-5%,7%,-25,-3%,-20%
Cc1cc(NC(=S)NC(=O)c2ccccc2)ccc1-c1cc2ccccc2oc1=O,-21,0.1,1%,3,-4%,-17%[1.53 µM],-10,-18%[57.1 µM],-27%
Cc1ccc(Cl)cc1NC(=S)NCCCSC1CCCCC1,-10,-5.1,-10%,14,4%,?,-11,-3%,?
O=C(Nn1cnc2ccccc2c1=O)c1ccccc1,13,0.5,6%,-1,0%,0%,3,1%[57.1 µM],1%
COc1cccc(-c2ccc3c(N)c(C(=O)Nc4ccc(Cl)cc4F)sc3n2)c1,nt,nt,nt,nt,1%,256%[activator],4,nt,7%
COC(=O)c1cc(Br)c(N)cc1OC,-18,0.5,-7%,-1,1%,-4%,-3,10%,0%
CCCCCCn1c(-c2cccs2)n[nH]c1=S,-22,-1.3,-24%,-16,0%,-24%,-6,0%,7%
COc1ccc(/C=N/NC(=O)c2cccnc2)c(C(=O)O)c1OC,1,-0.5,3%,-2,1%,-19%,4,0%,-2%
O=Cc1cccn1-c1ccccc1,3,-0.8,-5%,-6,-2%,1%,-2,0%,-1%
Cc1ccc(C(C(=O)NCc2ccco2)N(C(=O)CNC(=O)c2cccs2)c2c(C)cc(C)cc2C)cc1 (centres undefined),-7,0.8,-1%,nt,-3%,-7%,-2,-11%,0%
CCCOc1ccc(/C=N/NC(=O)C(=O)Nc2ccccn2)cc1,2,0.9,6%,-5,-9%,4%,14,-4%,10%
Cc1ccccc1-c1nc(CS(=O)CC(=O)NCCN2CCN(Cc3ccccc3)CC2)c(C)o1 (centres undefined),-29,-2.1,-2%,nt,16%,-8%,-21,-12%,0%
CCCSC1C(C)=C(C)C(=O)N1Cc1ccccc1 (centres undefined),33,-0.4,-8%,-1,-4%,-32%,0,8%,?
O=C(N/N=C/c1ccc([N+](=O)[O-])o1)c1ccc(NS(=O)(=O)c2cccs2)cc1,-17,-5.2,-23%,-62*,6%,-13%,-18,-10%[11.6 µM],-11%
CCCCNc1c(-c2ccc(SC3CCCCC3)cc2)nc2cnccn12,106,-3.8&-0.4,?,12&0,11%,125%[activator],40*,-15%,?
COc1ccc(C(=O)NCC(=O)N=Nc2c(O)n(C)c3ccccc23)cc1OC,15,-0.1,3%,3,10%,-15%,-1,-8%,42%[activator]
COc1ccc(CN2CCN(c3ccccc3OC)CC2)c(OC)c1,-100*,2.5,-2%,-1,4%,-4%,-5,-3%,-5%
CCN(CC(=O)Nc1cc(Cl)ccc1C)C(=O)CN1C(=O)NC(CC)(c2ccccc2)C1=O (centres undefined),-1,-4.6,2%,3,-6%,-16%,7,-3%,-31%
CCOc1cc(Cl)c(S(=O)(=O)NCCCN2CCOCC2)cc1Cl,?,-0.5,-15%,2,14%,6%,-21,3%,-25%
CCN1CCN(CC2CC3C=CC2C3)CC1 (centres undefined),-11,-0.6,-4%,1,2%,-8%,-9,-1%,-1%
CC(C)NS(=O)(=O)c1ccc(NC(=O)C2CC3C=CC2C3)cc1 (centres undefined),4,-0.2,2%,-8,13%,-18%,1,-1%,1%
COCc1nnc(NC(=O)CCN2C(=O)c3ccccc3C2=O)s1,3,-1.7,-12%,nt,1%,6%,-16,-5%,0%
O=C(c1ccco1)N1CCN=C1SCc1ccccc1Cl,1,0.9,?,14,-5%,1%,3,-2%,-17%
COc1cc([C@H]2c3c(cc(OC)c(O)c3OC)C[C@@H](CO)[C@@H]2CO[C@@H]2O[C@H](CO)[C@@H](O)[C@H](O)[C@H]2O)cc(OC)c1O,13,-1.2,-7%,-13,10%,9%,5,0%,15%
Cc1cc([N+](=O)[O-])cc2c1-c1ncccc1C2=Nc1ccccc1,4,0.2,6%,5,5%,-3%[1.53 µM],1,-26%[57.1 µM],50%[activator]
COc1ccc(OCC(=O)Nc2ccc(C)c(S(=O)(=O)N(C)C)c2)cc1,-25,-0.6,-19%,-1,5%,0%,-17,4%,?
O=C(O)Cn1ncn(-c2ccc(OC(F)(F)F)cc2)c1=O,10,-0.4,-12%,1,-3%,3%,8,2%[57.1 µM],1%
COc1ccc(-c2c(C)n([O-])c3c([n+]2=O)CCCC3)cc1,8,-0.4,-8%,nt,-5%,1%,-3,13%,69%[activator]
Cc1ccc(N(CC(=O)NC2CCCCC2)S(=O)(=O)c2cccs2)cc1,9,-0.9,4%,0,-2%,7%,2,-2%,11%
COC(=O)CC1Oc2ccccc2-n2cc(-c3ccccc3)nc21 (centres undefined),nt,nt,nt,nt,2%,1%,8,nt,13%
O=C(O)c1cc(-c2cccnc2)nn1-c1ccccn1,-21,-2.3,-3%,0,12%,-11%,6,-9%,1%
Cc1cccc(OCc2nnc(SC(C)C(=O)O)n2-c2ccccc2)c1 (centres undefined),12,0.9,-4%,-53*,0%,2%,8,-2%,6%
CC(C)N(C(=O)COC(=O)c1cccc(C(=O)OCC(=O)N(C(C)C)C(C)C)n1)C(C)C,13,1.8,-4%,4,-4%,0%,6,1%,2%
Cc1ccc(S(=O)(=O)Oc2ccc(/C=N/N=C3/NC(=O)C(CC(=O)O)S3)cc2)cc1 (centres undefined),-2,-0.3,-22%,?,0%,-3%,-2,-1%,-17%
Oc1ccc(C[C@H]2CNC(=S)N2C[C@H]2CCCN2C[C@H](Cc2ccccc2)N2C[C@H](Cc3ccc(O)cc3)N(CCc3ccccc3)C2=S)cc1,-13,-0.7,-1%,-21,-6%,-19%,-12,19%,?
CCOc1ccccc1/C=C\c1nc(O)c([N+](=O)[O-])c(=O)[nH]1,1,-3.2,0%,?,-5%,1%,-3,-22%[57.1 µM],1%
COc1ccc(NC(=O)Cn2c(-c3ccccc3)cn(-c3ccc(C)cc3)c2=O)cc1,8,-1.5,-4%,1,-11%,-16%,2,6%,10µM*
